Source: PubChem (Columbia University Molecular Screening Center)
Htt clearance = mutant huntingtin protein clearance | HeLa Exon1htt(103Q)mCFP, aggregate imaging; zero = plate's median compound well | inhibition, % at 1.5 µM | 0.42% of 47,000 active | AID 853;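 active = inhibition of aggregate fluorescence above about 70%, also judged a hit by eye on the cell image, limit read from the data, passing the limit was not always enough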;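 note: cells exposed to compound for three days before fixation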
Htt clearance grain fraction = further read-out of Htt clearance, marked with its call; fraction fluorescence in grains; measured here: aggregate grain fluorescence fraction; hits give low values;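 scaled fraction of total cell fluorescence in grains with unit not stated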
The depositor's hits bear a star. Not all compounds are listed; rates above refer to the full screens.

Results follow in this order: Htt clearance, Htt clearance grain fraction
CCOCCCNc1ccc(-c2ccccc2)nn1
    9.4, 30.1
Cc1ccc(S(=O)(=O)c2c(N)n(NC(=O)c3ccco3)c3nc4ccccc4nc23)cc1
    9.9, 31.6
COCCn1c(-c2ccc(OC)c(OC)c2)nc2ccccc21
    -17.0, 22
COc1ccc2c(c1OC)C(=O)OC2c1c(O)nc(SC)n(-c2ccccc2)c1=O (stereo not given)
    -19.8, 22.1
Clc1ccc(-c2noc(CSc3nnc(-c4ccncc4)n3-c3ccccc3)n2)cc1
    43.6, 9.04
CCC/C(=N/Nc1ccc(Cl)cc1)c1cnnc(-c2ccccc2)n1
    47.2, 10.3
Nc1ncc(-c2ccccc2)n1CC1CCCO1 (stereo not given)
    -141.8, 50
COc1ccc(-c2c[n+]3c4n2CCCCC4=C(c2ccccc2)C3)cc1
    4.4, 38
Cc1oc(-c2ccccc2)nc1CC(=O)O
    -9.6, 41.4
Cc1oc(-c2cccc(Cl)c2)nc1CN1CCC(C(=O)NCCCN2CCCC2=O)CC1
    16.2, 40.5
C=CCn1c(SCC(=O)Nc2cccc(C)c2)nnc1-c1cnccn1
    29.9, 25.8
CC(=O)N1CCc2cc(S(=O)(=O)NCCC(=O)N3CCN(c4ccccn4)CC3)ccc21
    43.1, 19.3
COc1ccc(/C=N/n2c(C)nnc2C)c(OC)c1
    21.4, 28.9
CCOC(=O)COc1ccc2c(c1)C(=O)CC1(CCN(C(C)=O)CC1)O2
    -43.0, 47.9
O=C(c1ccccc1)c1ccccc1C(=O)N1CCCC1
    -19.5, 23.9
Cc1ccc(C(=O)NCCCC(=O)O)o1
    6.0, 33.4
Cc1onc(-c2ccccc2Cl)c1C(=O)NCCN1Cc2ccccc2C1=O
    15.9, 37
COc1cc(NC(=O)c2ccc3c(c2)OCO3)ccc1NC(=O)c1ccco1
    19.0, 15.8
CCN(CCNc1ccc(Cl)cc1[N+](=O)[O-])C(=O)c1cc([N+](=O)[O-])c(N(C)C)cc1OC
    3.0, 34.5
Cc1ccccc1CN1CCN(CC(=O)NCc2ccccc2)C1=O
    -168.0, 44.5
CCCOc1ccc(N2CC(C(=O)Nc3ccccc3OC)CC2=O)cc1 (stereo not given)
    -48.2, 47.8
COc1ccc(C2Nc3ccccc3C(=O)N2O)cc1OC (stereo not given)
    -10.6, 39.7
CC(C)OC(=O)[C@H]1[C@H](c2ccc(Cl)cc2)[C@@](C#N)(C(N)=O)[C@@H]2C=CC(C(N)=O)=CN21
    28.3, 31.7
O=C(Nc1cccc(F)c1)c1cccnc1N1CCOCC1
    22.6, 26.3
COc1ccc(NC(=O)CSc2nc(NS(=O)(=O)c3ccc(C)cc3)cc(=O)[nH]2)cc1
    -28.4, 25.1
O=C(Cc1ccccc1)N1CCN(C(=O)c2ccco2)CC1
    42.9, 10.3
CCc1cc(C(=O)NCCN(C)C)cs1
    21.3, 14.6
CCCS(=O)(=O)N1CCCC(C(=O)NCC2CCCO2)C1 (stereo not given)
    14.3, 17.9
CCOC(=O)c1ccc(NC(=O)CSc2nnc(CNc3ccc(OC)cc3)n2C)cc1
    4.7, 35.7
Cc1onc(-c2c(Cl)cccc2Cl)c1C(=O)N1CCCc2ccccc21
    -0.1, 19.8
Cc1ccc(C2(C(F)(F)F)NC(=O)N3CCN=C3S2)cc1 (stereo not given)
    -15.9, 42.7
CCOC(=O)CNc1nnc(SCC(=O)OCC)[nH]c1=O
    -38.2, 28.3
CCN(Cc1ccccc1)C(c1cc2cc(C)ccc2[nH]c1=O)c1nnnn1CCOC (stereo not given)
    -58.5, 32.8
Cn1cc(S(=O)(=O)Nc2ccc(Br)cc2F)c(=O)n(C)c1=O
    8.1, 30.8
O=C(NCCCN1CCCCC1)C1(S(=O)(=O)c2ccc(Cl)cc2)CC1
    -1.0, 32.5
COCCNC(=O)C1CC(=O)N(C2CCCCC2)C1 (stereo not given)
    14.9, 31.6
Cc1ccc(-c2csc(NC(=O)CSC3=NCCS3)n2)cc1
    -98.0, 35.3
COc1ccc(NC(=O)CN(C)S(=O)(=O)c2cccs2)cc1
    -16.0, 39.2
CCOC(=O)N1CCC(Nc2c(N3CCN(c4cc(Cl)ccc4C)CC3)c(=O)c2=O)CC1
    1.6, 47.6
CCOc1ccccc1CNC(=O)C1CCC(=O)N1C(C)C (stereo not given)
    -11.3, 47.2
Cc1cc(C(=O)NCc2cccs2)c(C)o1
    -81.1, 35.2
COCCCn1c(SCC(=O)NC2CCCCC2)nnc1-c1ccncc1
    46.1, 11.3
O=C(Nc1ccc(S(=O)(=O)NCc2ccccc2)cc1)c1ccc(Br)o1
    -31.7, 26.3
Cc1ccccc1C(=O)NNC1=NCCC1
    -14.4, 43.2
Cc1nn(Cc2ccc(C(=O)Nc3nc4c(C)cccc4s3)o2)c(C)c1Br
    19.3, 31.2
O=C(CC1Oc2ccccc2NC1=O)NCc1ccc(Cl)cc1 (stereo not given)
    -114.1, 104
COc1ccc(-c2nnn(CC(=O)N(CC(=O)NCCC(C)C)Cc3cccs3)n2)cc1OC
    63.6, 12.8
CCOc1ccc(OCc2ccc(C(=O)NCc3cccnc3)o2)cc1
    0.9, 43
CCOc1cc(C)c(Cl)cc1S(=O)(=O)n1nnc2ccccc21
    -21.9, 23.6
Cc1ccc(CC(=O)Nc2nc3ccccc3s2)cc1
    65.0, 15.2
O=C(O)c1cccnc1SCc1ccccc1
    -23.9, 43.4
Cn1c(=O)n(Cc2ccc(F)cc2)c(=O)c2c1nc1n2CCCN1Cc1ccccc1
    53.6, 9.08
COc1ccc(C(=O)C2CN(c3ccccc3)CC2c2ccc(Cl)cc2)cc1 (stereo not given)
    31.1, 26.5
O=C(c1cnn2c1NC(c1ccc(Br)cc1)CC2C(F)(F)F)N1CCN2CCCC2C1 (stereo not given)
    27.7, 14.6
Cc1ccc2c(c1)N(C(=O)NC1CCCCC1)C(C)(C)CC2C (stereo not given)
    45.7, 12.2
Cc1cc(C)n(C(=O)CCNC(=O)c2ccccc2Cl)n1
    49.2, 10.2
O=C(CCN1CCc2ccccc2C1)Nc1ccccc1F
    -3.9, 20.5
Cc1cn(C(=O)C(C)N2C(=O)c3ccccc3C2=O)c(C)n1 (stereo not given)
    14.9, 19.9
Oc1c(Cl)cc(Cl)cc1/C=N/c1nccs1
    -10.4, 22.6
O=C(Oc1ccc([N+](=O)[O-])cc1)c1ccc2ccccc2n1
    33.0, 23.8

(continued)
Results follow in this order: Htt clearance, Htt clearance grain fraction
O=C(CCC(=O)N1CCc2ccccc21)Nc1ccccc1
    42.1, 18
COc1cc(NC(=O)c2ccc(Br)o2)ccc1NC(=O)c1ccccc1Cl
    54.1, 8.03
CCN1C(=O)C(NC(C)=O)c2cc(Br)ccc21 (stereo not given)
    -6.3, 43
CCOC(=O)C1=C(C)NC(=S)NC1c1ccc(-c2cccc(Cl)c2C)o1 (stereo not given)
    -11.9, 33.7
CCOC(=O)c1c(-c2cccs2)csc1NC(C)=O
    -52.2, 29.6
CCOC(=O)N1CCC(NC(=O)c2ccc3c(=O)n4c(nc3c2)CCCC4)CC1
    30.7, 12.4
COc1ccc(C2CC(=O)C=C(NC3CCCC3)C2)cc1 (stereo not given)
    -51.0, 27.1
N#Cc1sc2nc3c(c(-c4ccco4)c2c1N)CCCC3
    15.5, 28.1
CC(C)NC(=O)C(=O)NCCc1ccc(Cl)cc1
    11.7, 20.6
Cc1ccc(S(=O)(=O)N2CCN(C(=O)CSc3nnc(C)s3)C2)cc1
    10.9, 36.5
Clc1ccc(OCc2nnc(SCc3nnc(-c4ccccc4)o3)o2)c(Cl)c1
    -22.5, 24
Cc1cc(C)c(C)c(C(=O)CSc2nnc(-c3ccc4[nH]c(C)c(C)c4c3)o2)c1C
    -17.0, 22.4
CCOC(=O)CCN(Cc1cccs1)S(=O)(=O)c1ccc(F)cc1
    -44.1, 48.3
COC(=O)Cc1cnc(NC(=O)C2C3CCC(C3)C2C(=O)O)s1 (stereo not given)
    7.4, 17.1
C=CCn1c(C)cc(C(=O)COc2ncnc3sccc23)c1C
    60.1, 7.25
O=C(CCN1C(=O)c2ccccc2S1(=O)=O)N1CCN(c2ccccc2)CC1
    10.7, 35
CC1=C(C(=O)OC(C)C)C(c2c(O)ccc3ccccc23)NC(=O)N1 (stereo not given)
    -9.9, 40.6
CCOC(=O)N1CCC(NC(=O)c2ccc3c(c2)sc2nc(-c4ccc(OC)cc4)cn23)CC1
    -23.6, 50.4
CCCCC(=O)NCCNc1nc2c(c(=O)n(C)c(=O)n2C)n1Cc1ccc(F)cc1
    56.5, 8.33
CCOC(=O)c1oc2ccccc2c1NC(=O)c1cc(OC)cc(OC)c1
    6.9, 33.8
Cc1noc(C)c1C(=O)NC1CCCc2ccccc21 (stereo not given)
    -9.6, 18
C=CCOC(=O)CC(NC(=O)c1ccccc1)c1ccccc1 (stereo not given)
    -62.4, 31.1
N#CC1=C(N)NC(SCC(=O)O)=C(C#N)C12CCCC2
    -26.6, 42.1
COc1ccc(-c2nc(NC(=O)c3cc(C(C)(C)C)nn3C)sc2C)cc1
    24.1, 25.2
COC(=O)c1ccc(C(=O)OC)c(NC(=O)CSCc2ccc(Cl)cc2)c1
    47.6, 15.8
N#Cc1nc(COc2ccc(Cl)cc2Cl)oc1N1CCOCC1
    -36.7, 54.1
COC(=O)Cc1cc(=O)n2[nH]c(SC)nc2n1
    -21.2, 28.6
O=C(NCc1cccnc1)c1cc(-c2ccccc2)on1
    -35.6, 27.2
COc1cc(-c2nn3c(Cc4ccccc4)nnc3s2)cc(OC)c1OC
    38.1, 11.9
C[n+]1c2n(c3ccccc31)N=C(c1ccc(Br)cc1)CS2
    7.4, 32.9
Cn1c(CNc2ccccn2)c(C#N)c2ccccc21
    -27.7, 22.8
COc1cc(C2C3=C(Nc4ncnn42)c2ccccc2CC3)cc(OC)c1OC (stereo not given)
    -202.2, 115
O=C(NCCC1=CCCCC1)C1CCCN(S(=O)(=O)c2cccnc2)C1 (stereo not given)
    -22.6, 50.2
CCOc1ccc(CN(CCO)CCO)cc1C(=O)OC
    58.6, 12.4
O=C(CSc1oc(-c2ccco2)nc1S(=O)(=O)c1ccccc1)NCC1CCCO1 (stereo not given)
    48.8, 8.5
O=C(NCc1ccc2c(c1)OCO2)C1CCCN1C(=O)Nc1ccc(F)cc1 (stereo not given)
    -17.0, 45.8
O=C1CCc2nc3sc4c(c3c(=O)n2N1)CCCC4
    84.0*, 3.1*
COC(=O)c1c(NC(=O)c2ccoc2C)sc2c1CCC2
    46.2, 10.8
COc1ccc(C(=O)NCc2ccccn2)cc1
    21.1, 15.3
Cc1noc(C)c1S(=O)(=O)NCC(=O)O
    -5.7, 38.1
O=C(COc1ccc(Cl)cc1Cl)NCc1ccncc1
    -53.8, 31.8
COc1ccc2c(c1)C1(Nc3ccccc3-c3nc4ccccc4n31)C(=O)N2 (stereo not given)
    8.7, 15.5
O=C(CCNS(=O)(=O)c1cccs1)NCc1cccs1
    -19.9, 44.1
CC(=O)NN1C(=O)c2ccc(Oc3ccc([N+](=O)[O-])cc3)cc2C1=O
    -51.1, 50.5
COc1ccc(OC)c(NC(=O)COC(=O)c2ccc(-n3cnnn3)cc2)c1
    -43.6, 30.1
COc1ccc(C2C(C(C)=O)=C(C)N=c3s/c(=C/c4ccc5c(c4)OCO5)c(=O)n32)cc1 (stereo not given)
    -20.9, 28.6
CCOC(=O)Cn1c(=O)n(Cc2ccco2)c(=O)c2ccc(C(=O)NC3CCCC3)cc21
    -9.9, 40.6
Cc1cccc(N2C(=O)CC(N3CCN(C(=O)c4ccccc4)CC3)C2=O)c1 (stereo not given)
    45.0, 11.8
O=C1c2ccccc2C(=O)N1CCN1CCc2ccccc21
    61.6, 12.2
O=S(=O)(c1cc(-c2nc3ccccc3s2)ccc1Cl)N1CCOCC1
    8.5, 26.8
O=C(Nc1cccc(C(=O)N2CCOCC2)c1)NC1CCCCC1
    29.9, 14.2
COc1cc(C)nc(OCCNC(=O)COc2ccc(Cl)cc2C)n1
    -17.5, 23
O=C1c2ccccc2C(=O)N1CN(C(=O)COc1ccccc1)c1ccccc1
    3.2, 32.4
O=S(Cc1ccc(Br)cc1)Cc1nnc(SCc2c(Cl)cccc2Cl)n1-c1ccccc1 (stereo not given)
    52.0, 18.5
COc1cc(N)ccc1C(=O)O
    17.7, 25.3
COC(=O)CCC(=O)Nc1ccc(NC(=O)CCC(=O)OC)cc1
    -46.5, 49.9
CC(=O)C1=C(NC(=O)c2ccccc2F)C[C@@H]2[C@H]1C2(C)C
    -7.6, 40.9
COc1ccc(N/N=C(/Oc2ccc([N+](=O)[O-])cc2)C(C)=O)cc1
    -43.6, 26.2
Cc1ccc(Oc2c(C=O)c3ccccc3n2C)cc1
    15.5, 24.7
CCN=C1SC(C(=O)Nc2cccc(C(=O)O)c2)CC(=O)N1CC (stereo not given)
    33.6, 28.2

The list goes on.
Results follow in this order: Htt clearance, Htt clearance grain fraction
Cc1ccc(-c2nnc(N3CCN(C(=O)Cn4c(=O)n(C)c5ccccc54)CC3)c3ccccc23)cc1
    -39.9, 32.7
O=C1NCC(CN(c2ccccc2)c2ccccc2)O1 (stereo not given)
    -9.8, 46.3
CCOC(=O)c1ccccc1NC(=O)Cn1cnc2c1c(=O)n(C)c(=O)n2C
    24.9, 30.6
Clc1ccc(-c2cn3c(n2)CCC3)cc1
    7.6, 34
CCOC(=O)C(CC)n1nc(C)n2c(cc3occc32)c1=O (stereo not given)
    -1.6, 21.5
COc1c2c(nc3ccccc13)OC(C(C)(O)CO)C2 (stereo not given)
    -3.6, 18.4
CCCCN(C)C(=O)c1cn(C)c2ccc(S(=O)(=O)N(C)C)cc2c1=O
    37.2, 21

In the list so far, two have a CF3 group.
Results follow in this order: Htt clearance, Htt clearance grain fraction
Cc1ccc(C2(C(F)(F)F)NC(=O)N3CCN=C3S2)cc1 (stereo not given)
    -15.9, 42.7
O=C(c1cnn2c1NC(c1ccc(Br)cc1)CC2C(F)(F)F)N1CCN2CCCC2C1 (stereo not given)
    27.7, 14.6
